Screening results: PubChem, NCI
All columns: NCI-60 one-dose screen, growth in % after 48 h at 10 µM unless noted; 100 = growth as untreated, 0 = no growth, -100 = all killed.
MDA-MB-231: MDA-MB-231 breast cancer; 81,000 compounds, 5% hits; AID 1794789
MDA-MB-468: MDA-MB-468 breast cancer; 78,000 compounds, 8.5% hits
MOLT-4: MOLT-4 leukemia cells; 80,000 compounds, 6.9% hits
SR: SR leukemia cells | 73,000 compounds, 8.7% hits | AID 1794780
BT-549: BT-549 breast cancer; 78,000 compounds, 4.4% hits; AID 1794793
T-47D: T-47D breast cancer | 79,000 compounds, 5% hits | AID 1794792
K-562: K-562 leukemia; 78,000 compounds, 7.4% hits; AID 1794777
MCF7: MCF7 breast cancer; 82,000 compounds, 6.3% hits; AID 1794796
Starred values were filed as active, the others as inactive; / = no result given; & = joins results of further samples. The calls were made as follows: active = growth percent below 10; inactive = the rest.

SMILES	MDA-MB-231	MDA-MB-468	MOLT-4	SR	BT-549	T-47D	K-562	MCF7
Cc1ccccc1NC1CC(=O)N(c2ccc(Cl)cc2Cl)C1=O (stereo not drawn)	103.9	104.8	116.7	102.0	123.3	105.4	106.7	94.0
CCc1cccc2c3c(sc12)C(c1ccc(Cl)cc1)C(C#N)=C(N)O3 (stereo not drawn)	31.6	-8.0*	12.2	13.6	50.8	27.8	6.1*	10.3
CC(=O)C1=C(C)NC(NNc2ccccc2)=NC1c1cccc([N+](=O)[O-])c1 (stereo not drawn)	86.4	82.0	84.4	59.9	107.2	80.7	47.6	89.0
COc1ccc(NC(=O)CN2CCN(c3cc(=O)n(-c4ccccc4)c4ccccc34)CC2)cc1	87.8	63.2	84.2	86.4	98.7	75.5	69.0	81.7
O=C(COc1cccc(/C=C2\Cc3ccc(Cl)cc3C2=O)c1)Nc1nccs1	71.7	21.9	37.3	48.0	87.3	55.5	89.5	35.1
CCN(CC)c1ccc(/C=N\NC(=O)N/N=C/c2ccc(N(CC)CC)cc2)cc1	96.9	110.1	93.9	93.8	115.7	91.9	90.6	91.7
Cc1cc(Cl)cc2c1OCOC2	113.1	100.3	99.2	94.5	102.3	98.7	99.7	94.5
Cc1ccc2c(c1)/C(=N/c1nc(-c3ccc(Br)cc3)cs1)C(=O)N2	89.9	93.2	53.6	88.7	84.4	93.0	85.7	86.1
COc1ccc2c(c1)C(=O)c1c-2c(OCCN(C)C)nc2ccccc12	67.8	44.8	4.4*	1.2*	85.4	48.2	10.2	6.2*
Nc1ccccc1C1(c2ccccc2)N=C(c2ccccc2)C2C=CC=CC2N1 (stereo not drawn)	92.8	89.0	78.4	/	108.5	82.6	78.3	99.3
COc1ccc(C(=O)/C=C/c2cccc([N+](=O)[O-])c2)c(OC)c1	34.7	-3.2*	7.2*	4.8*	4.9*	26.6	8.3*	8.0*
CCOC(=O)CC[C@H](NC(=O)c1ccc(NC(=O)Cn2c(C)nc3c(c(SC)nn3-c3ccc(Br)cc3)c2=O)cc1)C(=O)OCC	/	87.0	91.5	66.8	81.4	81.4	81.6	74.7
COC(=O)[C@]12CC[C@@H](C)[C@H](C)[C@@H]1C1=CC[C@@H]3[C@@]4(C)C(C=O)=C[C@@](C)(CO)[C@@H]4C(=O)C[C@@]3(C)[C@]1(C)CC2	46.2	35.9	23.5	25.9	61.3	28.7	26.1	43.3
COc1ccc2nc3nc4ccc[nH]c4cc3c2c1	98.0	-36.6*	93.6	43.6	84.1	38.3	99.6	5.7*
O=C1CC2CCCCC2O1 (stereo not drawn)	117.1	102.5	96.0	93.5	105.1	113.7	93.3	101.8
CCCCCCCCCCC(C[N+](C)(C)C/C=C/c1ccccc1)C(O)c1ccccc1 (stereo not drawn)	-55.9*	-69.4*	-24.4*	-46.2*	-6.8*	10.3	-35.9*	-66.9*
O=C(NCc1ccccc1)c1cccc(N=Cc2c(O)ccc3ccccc23)c1	84.0	85.5	87.9	87.2	79.8	84.3	93.8	88.1
CCOC(=O)/C(=C/c1ccc(OC)c(OC)c1)P(=O)(OCC)OCC	100.6	93.9	98.3	80.3	106.9	90.7	97.1	93.5
O=C(O)COC1CC(=O)N2c3ccccc3C34CCN5C(=O)C(=O)C(CC53)C1C24 (stereo not drawn)	97.5	95.7	114.4	/	103.8	109.8	118.9	107.1
O=C(/C=C/c1cn(-c2ccccc2)nc1-c1ccc(Br)cc1)NNC(=O)Nc1ccc(Br)cc1	83.7	105.6	93.1	87.6	110.4	90.9	100.9	89.7
Clc1ccc(C2=Nn3c(N/N=C/c4ccc(OCc5ccccc5)cc4)nnc3SC2)cc1	104.2	100.1	86.0	99.9	88.2	81.5	39.9	69.6
CCOC(=O)CSc1nnc(-c2cc3c([nH]c4ccccc43)c(-c3cccc(O)c3)n2)n1-c1ccc(Br)cc1	96.8	59.7	59.9	70.8	96.6	59.5	71.3	75.2
CCCCc1nnc(NS(=O)(=O)c2ccc(C)cc2)s1	108.7	103.1	92.7	93.0	105.6	94.2	90.2	96.1
COc1ccc(-c2csc(C3=C(O)CN(C(C)C)C3=N)n2)cc1OC	81.1	/	87.2	57.0	111.7	91.4	87.7	129.0
c1cn2cc(-c3ccc4ncn(C5CCCCC5)c4c3)nc(-c3ccc4ncn(C5CCCCC5)c4c3)c2n1	50.8	68.6	21.9	29.2	61.7	45.1	30.2	55.0
Cc1cccc(N2CCN(C(=S)Cc3ccccc3)CC2)c1	97.5	103.5	62.5	71.8	88.2	102.6	71.8	104.6
Clc1ccccc1I	100.9	89.6	122.2	100.7	107.5	95.9	111.1	102.8
C=CCN(CC=C)CCO	112.1	112.9	92.3	92.3	96.7	94.2	97.1	85.1
Cc1cccc(CSc2ncnc3nc[nH]c23)n1	104.3	/	88.7	99.2	90.0	109.5	91.5	102.1
C=C1CC[C@@H]2[C@]3(C)COC(c4ccco4)O[C@@H]3CC[C@@]2(C)[C@@H]1CC(O)C1=CCOC1=O (stereo partly drawn)	105.1	90.3	100.1	81.5	109.6	98.8	73.7	74.6
CC(=O)CC(c1cccs1)c1c(C)[nH]c2ccccc12 (stereo not drawn)	88.3	109.9	103.5	103.5	103.4	90.2	95.4	104.4
Cc1ccc(/C=C(\C#N)c2cc3ccccc3[nH]2)o1	80.7	104.0	94.1	97.8	81.4	70.7	90.2	77.7
CC12CC[C@@H]3[C@]4(C)COC(c5cn[nH]c5-c5ccc(Cl)cc5)O[C@@H]4CC[C@@]3(C)[C@@H]1CC(C1=CCOC1=O)O2 (stereo partly drawn)	52.1	0.8*	-16.8*	16.5	5.4*	6.4*	24.9	/
COc1ccc2c(c1)CN1C(=S)N([C@H](C)c3ccccc3)C(=O)C1=N2	67.9	35.2	87.3	33.5	82.4	72.7	62.4	60.3
CC/C(=C(/c1ccc(Cl)cc1)c1ccc(OCCN(CC)CC)cc1)c1ccc(Cl)cc1	88.1	53.6	63.8	10.7	91.1	47.6	19.4	24.2
O=C(Nc1ccccc1)Nc1nc2ccc([N+](=O)[O-])cc2s1	-5.6*	-22.6*	11.6	2.3*	-11.8*	-14.3*	5.6*	2.9*
Clc1ccc2nc(CBr)cnc2c1	105.1	/	16.8	98.9	110.8	111.1	111.6	99.2
O=C(CSc1nc2ccccc2c(=O)n1-c1ccccc1)N/N=C/c1ccc(N2CCCCC2)cc1	90.5	100.2	71.5	75.3	115.6	91.1	73.2	83.8
CCN(CC)CCCC(C)Nc1cc(OC)cc2cccnc12 (stereo not drawn)	101.1	85.8	99.0	97.8	94.6	87.3	87.1	/
COC(=O)/C=C/NC(=O)c1ccccc1C(=O)OC	92.1	90.4	71.4	77.0	109.8	100.0	56.9	94.1
COC(=O)c1nnn(-c2nonc2N)c1-c1ccc2c(c1)OCO2	116.3	86.3	98.1	98.7	109.0	102.9	96.8	94.2
CSc1nc2nc(-c3cc4ccccc4[nH]c3=O)[nH]c2c(=O)[nH]1	100.9	79.7	103.2	73.4	117.7	81.9	98.0	91.8
CCN(CC)CCNc1nc(Cl)nc(NCCN(CC)CC)n1	95.5	97.0	76.7	91.4	88.3	88.1	86.4	90.3
O=C(O)c1ccccc1S(=O)(=O)O	114.9	109.9	103.0	95.0	106.1	108.1	104.0	105.8
COc1ccc(CNC(=O)CSc2nc3ccccc3c(=O)n2CCc2ccc(S(N)(=O)=O)cc2)cc1	97.3	99.9	94.9	98.0	98.3	83.0	96.5	90.2
C=C(C)[C@@H]1CC[C@]2(C#N)CC[C@]3(C)[C@H](CC[C@@H]4[C@@]5(C)CCC(=O)NC(C)(C)[C@@H]5CC[C@]43C)[C@@H]12	100.1	106.2	98.7	90.2	109.3	79.2	78.6	90.8
N=C(N)SCc1ccccc1	104.2&105.8&107.1	103.6&97.3&121.4	93.8&120.0&115.7	93.5&105.6&98.2	97.5&94.6&113.0	97.1&93.0&96.1	89.8&109.8&85.6	100.7&101.4&95.8
CCOCC(=O)NC(Cc1ccccc1)C(=O)O (stereo not drawn)	117.8	106.6	91.2	86.9	93.7	101.1	90.7	95.2
COc1ccc2c(c1)sc1nc3nc4n(c(=N)c3c(=N)n12)-c1ccccc1Sc1ccccc1-4	83.6	89.0	129.7	96.9	113.1	76.3	97.0	36.6
COCCOC(=O)c1ccc2nc([C@@H](C)[C@H]3CC[C@H]4[C@@H]5CCC6=CC(=O)CC[C@]6(C)[C@H]5CC[C@]34C)[nH]c2c1	79.9	60.2	59.7	38.4	47.3	38.0	41.3	66.0
CNCCNc1nc2ccccc2c2c(=O)c3cccc(OC)c3sc12	13.8	20.9	0.2*	-1.2*	73.1	54.4	-39.0*	-67.5*
COc1ccc(N=Cc2ccccc2O)cc1	94.1	113.0	90.1	86.6	62.9	98.0	61.1	101.9
CC1(C)CC(=O)C2=C(C1)OC(C(=O)c1ccc(N=[N+]=[N-])cc1)C2c1cccc(Oc2ccccc2)c1 (stereo not drawn)	114.7	106.5	112.8	110.0	105.7	94.0	/	101.4
COc1ccc([C@@H]2c3[nH]c4ccccc4c3C[C@H]3C(=O)N(C4CCN(Cc5ccccc5)CC4)CC(=O)N23)c(OC)c1	87.2	74.2	53.9	49.2	101.3	87.9	66.4	58.8
O=[N+]([O-])c1ccccc1NC1c2ccccc2Oc2ccccc21	71.7	30.6	13.8	2.2*	54.8	76.5	11.2	57.1
CCCCCCC(=O)OCC(=O)c1ccc(Br)cc1	87.6	97.4	95.2	93.0	106.9	87.9	109.3	92.9
Cc1ccc(-c2nc3nc(-c4ccccc4)nc(N4CCN(S(=O)(=O)c5ccc(C)cc5)CC4)c3o2)cc1	105.9	121.9	104.5	111.0	109.2	101.2	109.8	100.8
c1nc(C2OCCO2)sc1CN1CCOCC1	106.0	94.0	150.1	152.3	98.7	110.5	129.8	100.1
COc1ccc(Nc2nc(C)c(C(=O)O)s2)cc1	84.4	68.0	78.3	71.5	80.9	66.6	/	88.4
Nc1c(C(=O)Nc2cccc3cccnc23)sc2nc3c(cc12)CN(Cc1ccccc1)CC3	56.2	82.7	74.2	50.4	86.1	92.4	72.4	82.8

Gathered by group, the compounds so far with an NH in an aromatic ring.
SMILES	MDA-MB-231	MDA-MB-468	MOLT-4	SR	BT-549	T-47D	K-562	MCF7
COc1ccc2nc3nc4ccc[nH]c4cc3c2c1	98.0	-36.6*	93.6	43.6	84.1	38.3	99.6	5.7*
CCOC(=O)CSc1nnc(-c2cc3c([nH]c4ccccc43)c(-c3cccc(O)c3)n2)n1-c1ccc(Br)cc1	96.8	59.7	59.9	70.8	96.6	59.5	71.3	75.2
Cc1cccc(CSc2ncnc3nc[nH]c23)n1	104.3	/	88.7	99.2	90.0	109.5	91.5	102.1
CC(=O)CC(c1cccs1)c1c(C)[nH]c2ccccc12 (stereo not drawn)	88.3	109.9	103.5	103.5	103.4	90.2	95.4	104.4
Cc1ccc(/C=C(\C#N)c2cc3ccccc3[nH]2)o1	80.7	104.0	94.1	97.8	81.4	70.7	90.2	77.7
CC12CC[C@@H]3[C@]4(C)COC(c5cn[nH]c5-c5ccc(Cl)cc5)O[C@@H]4CC[C@@]3(C)[C@@H]1CC(C1=CCOC1=O)O2 (stereo partly drawn)	52.1	0.8*	-16.8*	16.5	5.4*	6.4*	24.9	/
CSc1nc2nc(-c3cc4ccccc4[nH]c3=O)[nH]c2c(=O)[nH]1	100.9	79.7	103.2	73.4	117.7	81.9	98.0	91.8
COCCOC(=O)c1ccc2nc([C@@H](C)[C@H]3CC[C@H]4[C@@H]5CCC6=CC(=O)CC[C@]6(C)[C@H]5CC[C@]34C)[nH]c2c1	79.9	60.2	59.7	38.4	47.3	38.0	41.3	66.0
COc1ccc([C@@H]2c3[nH]c4ccccc4c3C[C@H]3C(=O)N(C4CCN(Cc5ccccc5)CC4)CC(=O)N23)c(OC)c1	87.2	74.2	53.9	49.2	101.3	87.9	66.4	58.8

Later entries.
SMILES	MDA-MB-231	MDA-MB-468	MOLT-4	SR	BT-549	T-47D	K-562	MCF7
CC(=O)NS(=O)(=O)c1c([N+](=O)[O-])ncn1C	100.6	101.3	103.5	95.5	104.3	96.0	104.2	105.3
C=CCN1C(=O)/C(=C/C(=O)OCC)S/C1=N\Nc1cc(=O)[nH]c2ccc(C)cc12	102.9	109.7	105.0	97.0	97.9	92.1	96.6	102.8
Cc1ccc2nc(CN(CCN(Cc3nc4ccc(C)cc4[nH]3)Cc3nc4ccc(C)cc4[nH]3)Cc3nc4ccc(C)cc4[nH]3)[nH]c2c1	-81.7*	/	/	/	-98.2*	-93.0*	-25.7*	-95.0*
CC(=O)c1nn(-c2ccccc2)cc1C(=O)c1cc2cc(Br)ccc2oc1=O	72.3	88.2	45.6	/	85.8	33.8	20.9	62.4
CC(C)C(O)C(C)(C)C(O)C#N (stereo not drawn)	116.6	110.4	91.8	89.3	93.8	100.5	103.1	105.8
CC(=O)OCC1OC(OC2OC(COC(C)=O)C(OC(C)=O)C(OC(C)=O)C2OC(C)=O)C(OC(C)=O)C(OC(C)=O)C1OC(C)=O (stereo not drawn)	95.2	100.9	120.0	97.8	/	/	106.7	92.8
FC(F)(F)c1ccc(Nc2nnc(-c3ccccc3Cl)o2)cc1	95.4	112.2	89.4	80.1	104.3	81.7	87.0	73.7
COc1ccc(Nc2ccn(CCC(=O)NCCC(C)C)c(=O)c2)cc1	89.0	44.8	76.5	60.9	103.4	74.1	99.4	60.7
CCN1C(=O)/C(=c2\sc3n(c2=O)C2C(NN=3)N(C)C(=O)N2C)c2ccccc21 (stereo not drawn)	97.3	115.5	109.8	97.7	100.0	/	87.3	86.2
CN=C(NC#N)NCCSCc1nc[nH]c1C	104.0	95.7	103.9	92.3	98.5	97.0	91.0	98.4
O=S1(=O)CCOC1	107.3	106.6	104.5	96.9	98.4	103.7	105.9	97.7
